IMPase Li cell – IMPase inhibition in cells with lithium potentiation; CHO-M1 cells, IP1 TR-FRET (IP-One), carbachol + lithium; Potency, µM (titrated, usually from 59.4 µM), without a hit: at the highest dose activity, negative = IMPase inhibition, hits mostly inhibitors; 210,000 compounds, 0.35% hits; AID 1457;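 further: IP1 builds up when IMPase is blocked and the TR-FRET signal falls; potency means the concentration at half of the fitted maximal effect; plate controls were basal vehicle for no effect and high inhibitor control for full effect; nearly all actives have a fitted effect of over 50% in size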
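Readout is a homogeneous TR-FRET IP1 immunoassay (Ex 320, Em 665 and 620), where raised cytosolic IP1 lowers signal. Cells were CHO-M1 treated 30 min at 37C with test compounds plus a little lithium; AC50 values came from Hill-equation fitting.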
LMNA splice mod – LMNA splicing modulation | HeLa LMNA splicing GFP/RFP minigene ratio, 48 h | Potency, µM (series often up to 46.1 µM), inactives show at the highest dose ratio change, negative = inhibition, usual class: inhibitors | 200,000 compounds, 0.01% hits | AID 1487; active means well fitted inhibition curve with a large enough effect in the signal ratio, with a control signal flat, not every such curve was filed as active; inconclusive means small, poorly fitted or top-dose-only effect, or effect the other way, or a change in a side signal; the % refers to the signal ratio; further: potency means the concentration at half of the fitted maximal effect; on the % scale 0 is the no-effect control and ±100 the full control effect
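S3 HeLa stable clones carrying a lamin A-EGFP splicing minigene plus DsRed2 were seeded at 600 cells/well in Opti-MEM with 2% FBS, pin-dosed and incubated 48 h at 37°C. Acumen cytometry (488 nm) gave the GFP/RFP total-intensity ratio.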
aGal spleen mod – inhibitors or activators of human alpha-galactosidase in spleen homogenate. human spleen homogenate, 4MU-alpha-Gal fluorescence, 40 min. AID 2107. Potency, µM (doses to about 80 µM), inactives show at the highest dose activity change, negative = inhibition, hits mostly inhibitors. 240,000 compounds, 0.008% hits;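 further: potency means the concentration at half of the fitted maximal effect; 0% = enzyme with vehicle and -100% = no enzyme basal signal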
Target sequence (P06280 32-429 limits assumed): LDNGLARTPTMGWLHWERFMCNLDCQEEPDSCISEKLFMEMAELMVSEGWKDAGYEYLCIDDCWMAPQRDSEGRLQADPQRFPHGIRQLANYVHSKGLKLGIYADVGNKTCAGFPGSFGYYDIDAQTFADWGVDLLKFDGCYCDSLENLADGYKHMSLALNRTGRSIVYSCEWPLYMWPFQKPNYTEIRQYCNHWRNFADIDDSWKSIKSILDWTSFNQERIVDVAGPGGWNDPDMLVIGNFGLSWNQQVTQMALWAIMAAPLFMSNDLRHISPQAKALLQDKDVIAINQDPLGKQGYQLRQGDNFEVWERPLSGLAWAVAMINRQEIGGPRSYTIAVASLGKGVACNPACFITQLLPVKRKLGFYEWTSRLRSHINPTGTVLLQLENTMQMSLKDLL
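Inhibition or activation of alpha-galactosidase in human spleen homogenate is scored by 4-MU fluorescence after 40 min at 37C, pH 5.0, with 1 mM substrate. AC50s come from concentration-response fitted to the Hill equation.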
CBFb-RUNX1 inh – inhibitors of human CBF-beta and RUNX1 interaction. AlphaScreen CBFb-His/RUNX1-biotin binding, biochemical. Potency, µM (titrated, usually from 59.8 µM), without a hit: top-dose activity, negative = inhibition, usual class: inhibitors. 230,000 tested, under 10 active. AID 1477; further: % of control where 0% means no effect
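Interaction loss through any mechanism counts as activity. Pre-formed complex of His-CBF-beta and biotin-RUNX1 (30 nM apiece) is incubated with compound 15 min, then with 50 ng nickel and 50 ng streptavidin beads for 90 min before AlphaScreen detection.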
Epigenetic derep – derepresses silenced GFP reporter in murine cells | Potency, µM (highest dose often 53.9 µM), for the others: top-dose GFP activation, usual class: activators | 280,000 compounds, 0.2% hits | AID 1865 | murine LDR cells, GFP reporter derepression, 30 h; further: potency means the concentration at half of the fitted maximal effect; % of control where 0% means no effect; nearly all actives have a fitted effect of over 60% in size
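Derepression of a silenced CMV-GFP reporter in murine LDR cells is scored by enumerating GFP-positive cells with a laser-scanning microplate cytometer after 30 hours of treatment at 37 C.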
KinaseGlo FLuc – counter-screen: inhibitors of Kinase-Glo firefly luciferase | Q27757 | 200,000 compounds, 0.28% hits | Kinase-Glo luciferase, ATP luminescence, 8 min | Potency, µM (series often up to 38.3 µM), for inactives: at the top dose activity change, negative = inhibition, usual class: inhibitors; further: potency means the concentration at half of the fitted maximal effect; on the % scale 0 is the no-effect control and ±100 the full control effect; nearly all actives have a fitted effect of over 60% in size
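Light output from Kinase-Glo luciferase with luciferin and 10 uM ATP in 50 mM imidazole pH 7.2, KCl, MgCl2, Tween 20, BSA; compound pin-delivered, 8-min ambient incubation, then luminescence read.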
NPSR antag – neuropeptide S receptor (human) antagonism, cAMP | 220,000 compounds, 1% hits | Potency, µM (titrated, usually from 38.3 µM), without a hit: top-dose activity change, negative = inhibition, actives largely listed as inhibitors | CHO-NPSR cells, cAMP TR-FRET, antagonist mode; further: potency means the concentration at half of the fitted maximal effect; on the % scale 0 is the no-effect control and ±100 the full control effect; nearly all actives have a fitted effect of over 50% in size; many of its hits are not listed in these tables
Target sequence (Q6W5P4 whole entry, looked up): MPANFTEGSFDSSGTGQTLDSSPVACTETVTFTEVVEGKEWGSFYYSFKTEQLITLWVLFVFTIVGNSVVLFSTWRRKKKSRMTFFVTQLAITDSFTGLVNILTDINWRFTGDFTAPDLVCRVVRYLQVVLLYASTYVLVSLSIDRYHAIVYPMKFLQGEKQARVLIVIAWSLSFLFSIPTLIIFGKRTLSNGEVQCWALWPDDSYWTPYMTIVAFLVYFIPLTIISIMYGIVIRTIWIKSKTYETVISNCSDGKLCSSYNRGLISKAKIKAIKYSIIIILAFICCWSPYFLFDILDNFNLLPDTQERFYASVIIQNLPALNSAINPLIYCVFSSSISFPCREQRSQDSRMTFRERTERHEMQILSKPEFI
* marks the source's active call; other numbers are inactive results; ? = inconclusive; . = not tested or not shown; & = joins results of further samples; [ ] = another dose, or the depositor's remark. Unless noted, the call rests on the fitted dose curve; in most records, active means well fitted curve in the direction sought with a large enough effect; inconclusive means small, poorly fitted or top-dose-only effect, or another doubt; inactive means no such curve, though single readings can be large; an effect the other way counts as inactive or inconclusive.

SMILES	IMPase Li cell	LMNA splice mod	aGal spleen mod	CBFb-RUNX1 inh	Epigenetic derep	KinaseGlo FLuc	NPSR antag
CN1CCCC(OC(=O)COc2ccccc2)C1 (configuration not stated)	-24.6%[38.3 µM]	-8.2%	-9.9%	2.4%	0.0%	-8.8%	0.5%[46.1 µM]
O=C(COC(=O)c1n[nH]c2ccccc12)Nc1ccc([N+](=O)[O-])cc1	3.7%	-7.8%	6.3%	-1.7%	0.0%	-0.8%	5.4%
O=C(Cn1nnc(-c2ccccc2)n1)NNC(=O)c1ccc(Br)cc1	-17.9%	.	2.1%	?	2.2%	1.8%	13.8%
C=CCn1c(=S)sc2c(=O)[nH]cnc21	.	.	-6.5%	11.2%	-0.3%	.	20.0%
CC(=O)Nc1ccc(N2C(=O)CSC2c2ccc(F)cc2)cc1 (configuration not stated)	-3.8%[38.3 µM]	-1.3%	11.6%	0.9%	0.0%	2.1%	-9.6%[46.1 µM]
O=C(NNc1ncnc2c1cnn2-c1ccccc1)c1ccco1	-11.8%	.	-9.1%	-1.0%	-4.1%	7.1%	7.3%
Cn1c(=O)c2cc(S(=O)(=O)Nc3cc(C(=O)O)cc(C(=O)O)c3)ccc2n(C)c1=O	-7.8%	.	8.5%	0.1%	0.0%	.	15.9%
O=C1[C@@H]2C(Cc3ccc(O)cc3)NC3(C(=O)Nc4ccc(F)cc43)[C@@H]2C(=O)N1c1ccc(F)cc1 (some centres not stated)	7.0%[38.3 µM]	6.0%	1.2%	3.1%	-1.0%	0.2%	-15.0%[46.1 µM]
c1ccc2c(N3CCCCC3)nc(N3CCCCC3)nc2c1	-7.0%[38.3 µM]	-2.9%	4.3%	-1.7%	4.3%	-4.6%	-1.7%[46.1 µM]
Cc1ccc(C(=O)Oc2oc(-c3ccco3)nc2C=Nc2ccccc2)cc1	0.0%[38.3 µM]	4.6%	-0.6%	4.7%	-2.0%	-19.6%	-22.0%[46.1 µM]
COc1ccccc1C(c1nnnn1CS(=O)(=O)c1ccc(C)cc1)N1CCSCC1 (configuration not stated)	6.8%[38.3 µM]	2.1%	-20.5%	-3.9%	-0.7%	-0.4%	?
NS(=O)(=O)c1ccc(N2N=C(c3ccc(Br)cc3)CC2c2ccc(F)cc2)cc1 (configuration not stated)	-7.7%[38.3 µM]	?	?	?	9.5%	4.5%	?
O=C(c1ccc(Cl)c(Cl)c1)N1CCC(=O)N(C(COCc2ccc(Cl)cc2)Cc2ccccc2)CC1 (configuration not stated)	13.3%	?	-5.7%	1.2%	1.1%	-1.9%	?
Cc1ccc(C)c(N2CN(Cc3cccnc3)CNC2=S)c1	-1.0%	-8.2%	-4.0%	-5.4%	0.0%	1.1%	-0.9%[46.1 µM]
c1coc(C2=Nc3cccc4cccc(c34)N2)c1	-8.1%	.	-6.6%	7.6%	16.5%	-8.5%	-14.8%
Cn1c(=O)n(C)c2cc([N+](=O)[O-])c(N3CCN(S(=O)(=O)c4ccc5ccccc5c4)CC3)cc21	5.3%	?	0.8%	-3.6%	-6.9%	0.8%	-11.7%[46.1 µM]
COc1ccc(OCC(=O)NNC(=O)c2cccc(C)c2)cc1	-12.4%	3.3%[46 µM]	4.0%	-7.9%	2.5%	2.2%	12.5%
COC(=O)c1ccc(CSc2nnc(NC(=O)C3CC(=O)N(c4ccc5c(c4)OCCO5)C3)s2)cc1 (configuration not stated)	1.8%	-3.1%	1.1%	-16.1%	-3.2%	4.1%	-4.7%
COc1cc2ccc(=O)oc2c(O)c1O	38.5%&48.4%[activator]	.	2.8%&1.6%	2.4%[21.7 µM]	-0.1%&-1.3%	-0.9%&-6.0%	.
CC(=O)C1=C(O)C(=O)N(Cc2ccccc2)C1c1ccccc1F (configuration not stated)	-20.2%[38.3 µM]	-5.6%	-6.0%	7.2%	-1.0%	-3.7%	-1.3%[46.1 µM]
O=C(COc1cc(Cl)ccc1Cl)Nc1ccc2c(c1)CCC2	-4.5%	3.3%	1.4%	8.2%	0.0%	-5.6%	-1.6%
Nc1nc(=S)[nH]c2c1C1(CCCCC1)Cc1ccccc1-2	-2.2%	?	-2.2%	4.7%	1.5%	-3.0%	-1.0%
COc1ccc(C(C(=O)OC(C)CN(C)C)c2ccccc2)cc1 (configuration not stated)	6.5%[38.3 µM]	3.3%	-8.5%	5.0%	5.1%	-0.4%	11.0%[46.1 µM]
COCC(=O)N1CCN(c2cccc(Cl)c2)CC1	6.6%	.	1.8%	0.5%	1.2%	-0.8%	15.0%
CN(Cc1ccccc1)C(=O)COC(=O)c1ccc(S(=O)(=O)N(C)C)cc1	-0.3%	4.7%[46 µM]	9.2%	1.3%	-0.3%	1.1%	8.2%

(more compounds)
SMILES	IMPase Li cell	LMNA splice mod	aGal spleen mod	CBFb-RUNX1 inh	Epigenetic derep	KinaseGlo FLuc	NPSR antag
C=CCn1c(SCC(=O)Nc2nc3ccccc3s2)nnc1-c1ccccc1O	47.1%[activator][38.3 µM]	?	-3.2%	4.1%	0.1%	-0.6%	13.8%[46.1 µM]
O=[N+]([O-])c1ccc2nc(-[n+]3c(-c4ccccc4)cc(-c4ccccc4)cc3-c3ccccc3)[nH]c2c1	2.5%	?	-5.4%	-16.5%	-1.9%	4.4%	-42.9%
Cc1[nH]c2ccccc2c(=O)c1SC(F)(F)C(F)C(F)(F)F (configuration not stated)	5.3%[38.3 µM]	11.5%[0.0737 µM]	5.5%	1.4%	0.8%	-1.9%	-11.7%[46.1 µM]
C=CCN(c1ccccc1Cl)S(=O)(=O)c1cc(C(=O)N2CCCC2)ccc1Cl	.	.	-5.2%	0.5%	1.1%	.	-36.5%
Cc1cc(=O)oc(C)c1C(=O)NCc1ccccn1	-14.2%[38.3 µM]	5.3%	-5.2%	-4.9%	-0.9%	3.7%	-4.8%[46.1 µM]
Cc1ccccc1-n1c2nc(=O)n(C)c(=O)c-2cc2ccccc21	.	.	15.2%	8.1%	-2.6%	.	-9.2%
COc1ccc(C2=NN(S(=O)(=O)c3ccccc3)C(c3ccccc3)C2)cc1 (configuration not stated)	.	.	3.3%	1.2%	0.0%	.	-42.8%
CCc1nnc(NC(=O)CN2CCOCC2)s1	-2.7%[38.3 µM]	-7.0%	-3.5%	0.8%	0.0%	13.3%	-1.1%[7.67 µM]
O=C(Nc1nc(-c2ccc3c(c2)OCCO3)cs1)c1ccc(S(=O)(=O)N2CCCCC2)cc1	-9.3%[38.3 µM]	?	-4.5%	-2.5%	0.8%	13.9%	-18.7%[46.1 µM]
COc1ccccc1/C=C/C=N/NC(=O)c1ccc2nc[nH]c2c1	4.4%	.	4.2%	-4.2%	-0.9%	-1.6%	-37.2%
CCOc1ccc(/C(O)=C2/C(=O)C(=O)N(c3ncccn3)C2c2ccccc2)cc1 (configuration not stated)	-4.8%	14.0%	13.7%	?	6.1%	3.2%	-41.2%
CN(CC(=O)Nn1cnnc1)S(=O)(=O)c1ccc(Br)cc1	-2.5%[38.3 µM]	6.9%	-1.1%	3.8%	0.0%	-4.1%	-3.4%[46.1 µM]
O=C(CSc1nc2ccccc2[nH]1)Nc1c(F)c(F)c(F)c(F)c1F	-4.6%	.	1.7%	3.0%	6.6%	.	1.0%
COC(=O)c1ccc2c(=O)n(-c3ccccc3)c(SCN3C(=O)c4ccccc4C3=O)nc2c1	-22.2%	?	-1.4%	11.6%	1.0%	-4.0%	-14.5%
Cc1nnc(NC(=O)CCN2C(=O)/C(=C\c3ccccc3)SC2=S)s1	.	.	3.4%	3.0%	2.3%	.	-10.9%
Cc1cn2nc(N)c3ccccc3c2n1	-27.8%[38.3 µM]	-1.5%	3.5%	2.0%	-7.2%	-0.5%	-29.8%[46.1 µM]
CCOc1ccc(C2C([N+](=O)[O-])=C(C)N(C)C(=O)N2C)cc1OC (configuration not stated)	11.4%	.	2.8%	-2.7%	-4.6%	0.3%	-15.7%
CCCCN(CC)S(=O)(=O)c1ccc(C(=O)Nc2nnc(CSC)o2)cc1	-1.3%[38.3 µM]	?	2.6%	-11.1%	-1.2%	5.2%	-3.9%[46.1 µM]
O=C(c1cccc(F)c1)N1CCC2(CC1)CN(Cc1ccccc1)C2	19.2%	.	1.2%	.	.	-2.8%	.
C/C(CC(=O)Nc1cc(C)ccn1)=N\NC(=O)C(=O)NC(C)C	5.5%	-11.5%[46 µM]	-0.9%	-2.9%	2.4%	1.3%	9.5%
Cc1nn(-c2ccccc2)c2sc(C(=O)N(CC(=O)NC(C)(C)C)Cc3ccco3)cc12	21.7%	-22.3%	1.5%	5.0%	-4.6%	2.3%	?
COc1cccc(C(=O)C[n+]2ccccc2/C=N/O)c1	10.2%	-5.1%	?	?	-3.6%	10.7%	-0.4%
Cc1ccc(NC2=NC3(CCCCC3)N=C(N)N2)c(C)c1	41.8%[38.3 µM]	-19.7%	3.5%	12.3%	-1.1%	1.0%	-8.0%[46.1 µM]
CCSc1ccc2nnc(-c3cccc(F)c3)n2n1	-7.3%[38.3 µM]	?	-2.6%	3.6%	0.0%	0.6%	-13.7%[46.1 µM]
Cc1cccc2cncc(OCc3nnc(SC(F)F)n3C)c12	9.1%	5.4%[9.22 µM]	8.0%	4.0%	1.3%	-4.0%	2.6%

The results go on:
SMILES	IMPase Li cell	LMNA splice mod	aGal spleen mod	CBFb-RUNX1 inh	Epigenetic derep	KinaseGlo FLuc	NPSR antag
CCCc1c(NC(=O)Nc2ccc(F)cc2)cnn1-c1ccccc1	.	.	5.3%	0.4%	0.1%	.	14.0%
C=CCN(CC=C)S(=O)(=O)c1ccc(NC(=O)COc2ccccc2OC)cc1	7.3%	2.1%	0.7%	15.0%	-4.9%	-1.3%	-16.9%[46.1 µM]
O=C1c2ccccc2C(O)N1Cc1ccco1 (configuration not stated)	24.8%[38.3 µM]	-14.1%	-5.4%	10.7%	-0.8%	-0.3%	4.8%[46.1 µM]
NC(=O)CC(NC(=O)Cc1cccc2ccccc12)c1ccc(N2CCc3ccccc3C2)c([N+](=O)[O-])c1 (configuration not stated)	.	.	-8.6%	?	-1.0%	.	-30.9%
CC(C)(C)OC(=O)NNC1CC(=O)N(c2ccccc2F)C1=O (configuration not stated)	9.4%[38.3 µM]	12.6%	-2.1%	-1.5%	-1.2%	-5.2%	-6.9%[46.1 µM]
COCC(O)CNc1ccccc1 (configuration not stated)	-1.3%	-2.3%	2.5%	12.4%	0.0%	-3.7%	22.3%
COc1ccccc1CC(=O)O/N=C(\N)c1ccccn1	.	.	3.2%	3.6%	-1.6%	.	-13.5%

Compound activity (PubChem)

Some of the compounds tested; count on the stated rates, not on these rows.
